Source: PubChem BioAssay
Chronic BCR inh – qHTS Assay to Find Inhibitors of Chronic Active B-Cell Receptor Signaling | ABC-DLBCL IkBa-CBG/CBR reporter, luminescence ratio, 4 h | Potency, µM (top dose mostly 46.1 µM), for the others: at the highest dose ratio change, negative = lower green/red ratio, actives largely listed as inhibitors | hit rate 0.05% among 340,000 | AID 493014, 2011; active = well fitted inhibition curve with a large enough effect in the signal ratio, with a control signal flat, not every such curve was filed as active; inconclusive = small, poorly fitted or top-dose-only effect, or effect the other way, or a change in a side signal; the % refers to the signal ratio;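 also: potency is read from the fitted curve at half-maximal effect; plate controls were basal doxycycline-induced cells for no effect and cells given 10 µM MG132 for full effect; MG132 reads +100%, hits lower the ratio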
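TMD8 human ABC-DLBCL cells with doxycycline-inducible IκBα–green luciferase fusion and unfused red luciferase, in 0.5% FBS medium; compounds up to 46 uM, 4 h at 37C. Green/red luminescence ratio, filter-overlap corrected, fitted to concentration-response curves.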
USP2a block – qHTS Assay for Inhibitors of Ubiquitin-specific Protease USP2a Using CHOP2 as the Reporter. Ubiquitin carboxyl-terminal hydrolase 2 (Homo sapiens), O75604. hit rate 0.01% among 330,000. Potency, µM (titrated, usually from 38.3 µM), for inactives: top-dose activity change, negative = inhibition, most hits filed as inhibitors. AID 463254, 2010. USP2 core, Ub-CHOP2 coupled fluorogenic reporter, 485/531;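 also: potency is read from the fitted curve at half-maximal effect; plate controls were DMSO wells for no effect and full inhibition by NEM control for full effect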
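USP2 core (10nM final) preincubated 30min RT with compound in 20mM Tris-HCl pH 8.0, 2mM CaCl2, 2mM beta-mercaptoethanol, 0.05% CHAPS; 25nM Ub-CHOP2 plus 25nM reporter substrate added, fluorescence (Ex485/Em531) read after 60min.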
TCR act – Activators of T cell receptors: qHTS campaign | primary human leukocytes, anti-CD3, IL-2 HTRF, 48 h | Potency, µM (series often up to 9.22 µM), inactives show top-dose activation of IL-2 secretion, hits mostly activators | 330,000 tested, under 10 active; also: % of control where 0% means no effect
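Compounds are tested in HTS on primary human leukocytes co-incubated with a-CD3 beads for 48 hr. IL-2 output is measured by time-resolved FRET.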
Mito fusion act – qHTS Assay for Small Molecule Inhibitors of Mitochondrial Division or Activators of Mitochondrial Fusion. S. cerevisiae fusion-defective mutant growth rescue, CellTiterGlo 48 h. Potency, µM (doses to about 46.1 µM), for inactives: at the top dose growth rescue (activation), actives largely listed as activators. hit rate 0.23% among 320,000. AID 485298, 2010;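 also: potency is read from the fitted curve at half-maximal effect; % of control where 0% means no effect; nearly all actives have a fitted effect of over 45% in size; temperature-sensitive fusion mutants such as fzo1-1 at 37 °C on non-fermentable ethanol glycerol medium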
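Read-out: ATP-based luminescence (CellTiterGlo, 10 min ambient) reporting growth of fusion-defective ts yeast after 48 hours at 37C on glycerol/ethanol YPEG medium in the presence of compound.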
ELG1 repair inh – qHTS screen for small molecules that inhibit ELG1-dependent DNA repair in human embryonic kidney (HEK293T) cells expressing luciferase-tagged ELG1. AID 504467, 2011. Potency, µM (doses to about 46.1 µM), for the others: top-dose activity change, negative = inhibition, most hits filed as inhibitors. HEK293T ELG1-luciferase reporter, luminescence, 16 h; DNA damage induced by 5-fluorouridine. hit rate 2.3% among 330,000; also: potency is read from the fitted curve at half-maximal effect; % is scaled to controls: 0 for no effect and ±100 for the full control effect; nearly all actives have a fitted effect of over 55% in size
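Quantitative HTS, concentration-response format. 2,000 cells/well co-treated with 5-fluorouridine and compound, 16 hr in 5% CO2 at 37 °C; ONE-Glo luminescence read after 30 min.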
uPA surface inh – qHTS for Inhibitors of Cell Surface uPA Generation | cell surface uPA generation assay, qHTS | Potency, µM (highest dose often 38.3 µM), for the others: top-dose activity change, negative = inhibition, usual class: inhibitors | hit rate 0.31% among 330,000 | AID 540303, 2011; active = well fitted inhibition curve with a large enough effect; inconclusive = small, poorly fitted or top-dose-only effect; inactive = no such curve, though single readings can be large or run the other way; tested in mouse RAW 264.7 cells; also: potency is read from the fitted curve at half-maximal effect; % is scaled to controls: 0 for no effect and ±100 for the full control effect; nearly all actives have a fitted effect of over 55% in size
Tb PFK block – qHTS Assay to Find Inhibitors of T. brucei phosphofructokinase. ATP-dependent 6-phosphofructokinase (Trypanosoma brucei brucei), O15648. T. brucei PFK, ADP-Glo luminescence. Potency, µM (top dose mostly 57.5 µM), for inactives: at the top dose activity, negative = inhibition, hits mostly inhibitors. hit rate 0.17% among 330,000. AID 485367, 2010;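 also: potency is read from the fitted curve at half-maximal effect; 0% = uninhibited 1x PFK enzyme wells and -100% = no-enzyme wells; nearly all actives have a fitted effect of over 60% in size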
Target sequence (O15648 whole entry, looked up): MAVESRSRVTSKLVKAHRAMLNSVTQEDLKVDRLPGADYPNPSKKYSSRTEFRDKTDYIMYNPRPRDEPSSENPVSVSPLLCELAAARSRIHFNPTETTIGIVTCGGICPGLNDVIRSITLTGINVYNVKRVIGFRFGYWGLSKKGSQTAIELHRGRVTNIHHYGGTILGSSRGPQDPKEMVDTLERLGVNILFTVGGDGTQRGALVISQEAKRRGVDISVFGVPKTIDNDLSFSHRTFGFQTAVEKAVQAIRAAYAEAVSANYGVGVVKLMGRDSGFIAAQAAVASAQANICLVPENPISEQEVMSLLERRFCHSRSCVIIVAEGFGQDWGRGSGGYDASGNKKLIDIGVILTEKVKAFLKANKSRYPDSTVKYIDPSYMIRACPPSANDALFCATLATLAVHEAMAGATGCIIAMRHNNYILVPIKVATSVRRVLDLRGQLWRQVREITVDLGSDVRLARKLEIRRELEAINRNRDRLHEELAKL
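Activity is normalized to no-enzyme wells (full inhibition) and 1.25 nM enzyme wells (no inhibition). Reaction: 0.5 mM F6P, 0.1 mM ATP, 45 min RT, ADP-Glo luminescence; concentration-response curves fitted and classed by quality.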
B2AR arrestin – qHTS assay of beta-arrestin-biased ligands of beta2-adrenergic receptor. Beta-2 adrenergic receptor (Homo sapiens), P07550. beta-arrestin recruitment to beta2AR, cell-based reporter. Potency, µM (titrated, usually from 46.1 µM), for the others: top-dose activation, actives largely listed as activators. hit rate 0.02% among 330,000;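 also: potency is read from the fitted curve at half-maximal effect; 0% = DMSO controls and full agonism = EC100 isoproterenol or metaproterenol; nearly all actives have a fitted effect of over 65% in size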
TSHR antag – Antagonists of the Thyroid Stimulating Hormone Receptor: HTS campaign | Thyrotropin receptor (Homo sapiens), P16473 | TSHR-expressing cells, TSH-stimulated cAMP HTRF, 2 h; hits give low values | activity change, negative = inhibition, % at 11.5 µM | hit rate 0.2% among 330,000;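 active = activity change below a set negative limit, meaning inhibition stronger than a set level, cut at about -70% in these data; inconclusive = activity change between two set negative limits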; also: % is scaled to controls: 0 for no effect and ±100 for the full control effect
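TSHR-expressing cells, 200/well, pre-treated with compound, then stimulated with EC80 TSH (4nM final) for 2 hours at 37 deg C. cAMP measured by competitive HTRF: anti-cAMP cryptate antibody in lysis buffer plus cAMP-d2, read after 30 minutes at room temperature.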
TSG101-PTAP inh – qHTS Assay for Iinhibitors of HIV-1 Budding by Blocking the Interaction of PTAP/TSG101; Tumor susceptibility gene 101 protein (Homo sapiens), Q99816; Fluorescence polarization, FITC-PTAP peptide / Tsg101 binding; Potency, µM (highest dose often 115 µM), for inactives: at the top dose activity change, negative = inhibition, usual class: inhibitors; 340,000 tested, under 10 active; AID 493005, 2010; active = well fitted inhibition curve with a large enough effect in the main read-out, with a control signal flat, not every such curve was filed as active; inconclusive = small, poorly fitted or top-dose-only effect, or effect the other way, or a change in a side signal; inactive = no such curve, though single readings can be large or run the other way; also: potency is read from the fitted curve at half-maximal effect; % of control where 0% means no effect
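Steps: Tsg101 binding domain dispensed (10 uM final), compounds pinned in DMSO, FITC-labeled PTAP-motif peptide added (50 nM final); after 20 min binding at room temperature, polarization measured.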
Eya2 inh – qHTS Assay for Inhibitors of the Phosphatase Activity of Eya2 | hit rate 0.006% among 330,000 | Protein phosphatase EYA2 (Homo sapiens), O00167 | recombinant Eya2, OMFP fluorescence dephosphorylation (OMFP is methylfluorescein phosphate) | Potency, µM (doses to about 76.9 µM), for inactives: at the top dose activity, negative = inhibition, actives largely listed as inhibitors; also: potency is read from the fitted curve at half-maximal effect; % is scaled to controls: 0 for no effect and ±100 for the full control effect
Target sequence (O00167 whole entry, looked up): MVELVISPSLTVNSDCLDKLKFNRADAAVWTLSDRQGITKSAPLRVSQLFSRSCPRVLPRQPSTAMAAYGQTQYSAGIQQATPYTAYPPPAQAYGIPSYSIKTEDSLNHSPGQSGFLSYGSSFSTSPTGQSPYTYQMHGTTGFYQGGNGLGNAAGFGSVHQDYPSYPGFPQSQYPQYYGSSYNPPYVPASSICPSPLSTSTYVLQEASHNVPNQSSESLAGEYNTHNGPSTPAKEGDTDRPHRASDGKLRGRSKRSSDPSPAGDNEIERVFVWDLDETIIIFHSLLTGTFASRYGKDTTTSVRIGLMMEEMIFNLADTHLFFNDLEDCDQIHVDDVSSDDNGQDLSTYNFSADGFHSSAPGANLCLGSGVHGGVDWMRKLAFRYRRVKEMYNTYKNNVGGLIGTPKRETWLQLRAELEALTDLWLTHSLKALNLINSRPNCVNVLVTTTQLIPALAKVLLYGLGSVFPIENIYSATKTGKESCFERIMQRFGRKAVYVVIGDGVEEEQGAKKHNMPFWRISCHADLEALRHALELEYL
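Eya2 (0.2 uM) preincubated 10 min at ambient with compound, then OMFP substrate added at 50 uM; 10 min reaction in 50 mM HEPES pH 7.5, 50 mM NaCl, 5 uM MgCl2, 0.05% BSA, 1 mM DTT. Fluorescence read at Ex 485/Em 525 nm.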
* hit, by the source's call; u = inconclusive; x = not tested or not shown; [ ] = dose if it differs, or a comment. Unless noted, calls follow the shape of the dose curve; as a rule, active = well fitted curve in the direction sought with a large enough effect; inconclusive = small, poorly fitted or top-dose-only effect, or another doubt; inactive = no such curve, though single readings can be large; an effect the other way counts as inactive or inconclusive.

SMILES | Chronic BCR inh | USP2a block | TCR act | Mito fusion act | ELG1 repair inh | uPA surface inh | Tb PFK block | B2AR arrestin | TSHR antag | TSG101-PTAP inh | Eya2 inh
CCOCCCNC(=O)/C(C#N)=C/c1cc(OC)c(O)c([N+](=O)[O-])c1 | 0% | 0% | 3% | -4% | 17% | -16% | u | 0.0% | 6 | -5% | -6%
O=C(c1cccs1)N1CCC(c2nc3c(nnn3Cc3ccccc3Cl)c(=O)[nH]2)CC1 | 2% | -3% | 1% | -4% | -10% | -3% | -5% | -0.6% | -17 | -2% | -15%
COC(=O)CNC(=O)COC(=O)/C=C/c1ccccc1[N+](=O)[O-] | 8% | -1% | 1% | -2% | 1% | 35%[activator] | 0% | 0.1% | 7 | -4% | -13%
CC(=O)Nc1ccc(S(=O)(=O)Nc2cc(Cl)ccc2N2CCOCC2)cc1 | -3% | 7% | 1% | x | -7% | 1% | -3% | 5.7% | -3 | -8% | 1%
CN(Cc1nc(Cc2ccccc2F)no1)Cc1cccc2ncccc12 | 6% | 7% | 1% | 10% | u | -4% | -2% | -1.0% | -31 | -1% | 15%
COc1ccc(C(CNC(=O)c2ccc(S(=O)(=O)N3CC(C)CC(C)C3)cc2)N(C)C)cc1 (stereo unspecified) | u | -11% | -2%[46.1 µM] | x | u | u | 5% | -0.6% | -8 | -11% | -17%
OC(CN1CCNCC1)Cn1c2ccccc2c2ccccc21 (stereo unspecified) | u | 0% | 3% | 0% | 2% | 0% | 1% | -0.5% | 5 | -5% | -23%
CC(C)(C)C(=O)N1CCN(S(=O)(=O)c2ccc3c(c2)OCCCO3)CC1 | -1% | 1% | 2% | -2% | -10% | 1% | 5% | -0.2% | -6 | -2% | -26%
CCN(CC)C(=O)CC(c1cc(OC)c(OC)c(OC)c1)c1c(O)cc(OC)cc1OC (stereo unspecified) | -3% | 0% | 6% | 0% | -1% | -1% | 1% | 0.1% | 4 | -4% | 0%
C/C=C(\C)C(=O)OC(C)(C)[C@H]1Cc2cc3ccc(=O)oc3cc2O1 | -13% | 4% | 8% | 16% | 26% | -11% | 0% | 0.2% | -4 | 5% | -10%
Cc1nn(Cc2ccccc2Cl)c(C)c1N | 2% | 2% | 3% | -2% | 8% | 9% | 2% | 0.1% | -7 | -2% | -1%
CC(=O)N(C)c1nnc(-c2ccccn2)s1 | -11% | -2% | 9%[46.1 µM] | -1% | u | 2% | 1% | 0.0% | -7 | -2% | -1%
CC(OC(=O)c1ccc2c(c1)OCCO2)C(=O)NC1CCCCC1C (stereo unspecified) | -3% | 1% | -3% | 3% | 1% | 3% | 1% | 0.1% | -3 | 3% | -25%
CC(C)CC(C(=O)NCC1CCCO1)N(C(=O)Cn1nnc(-c2ccc(F)cc2)n1)c1cccc(C(F)(F)F)c1 (stereo unspecified) | -7% | 0% | 6% | 2% | -19% | 2% | -2% | 0.1% | -4 | -4% | 9%
CCc1nnc(NC(=O)C2CCCN2S(=O)(=O)c2ccc(F)cc2)s1 (stereo unspecified) | u | 1% | -4% | 3% | 8% | -4% | 1% | -0.3% | 2 | -6% | 0%
O=C(c1cc(S(=O)(=O)N2CCCCC2)c(Cl)cc1N1CCOCC1)N1CCOCC1 | 3% | 0% | 3% | 3% | 12% | -2% | -2% | -0.7% | -2 | -3% | -14%[15.4 µM]
COc1ccc(S(=O)(=O)N(C(C)=O)c2ccc3oc(=O)sc3c2)cc1 | u | 1% | 4% | -9% | 2% | 0% | 0% | -0.7% | -18 | -9% | 12%
C[C@H](CO)N1C[C@H](C)[C@H](CN(C)Cc2ccc(-c3ccccc3)cc2)Oc2ccc(NS(=O)(=O)c3ccccc3)cc2CC1=O | -1% | -3% | -6% | x | -15% | u | -1% | 0.3% | 4 | 2% | -21%
Cc1cc(N2CCN(C)CC2)nc2ccc(NC(=S)NCCC(C)C)cc12 | -6% | 4% | 4% | -41%[inhibitor] | 12% | -3% | 13% | -1.0% | -5 | -1% | -6%
CN(C)S(=O)(=O)c1cccc(NC(=S)NCCCn2ccnc2)c1 | 1% | -1% | 6% | -5% | -8% | 0% | -4% | 0.4% | 7 | 1% | -5%
c1ccc(-n2nnnc2Sc2ncnc3sc4c(c23)CCCC4)cc1 | 3% | 5% | -3%[46.1 µM] | -8% | u | 0% | 4% | -0.8% | 0 | -5% | 13%
COc1ccc(Sc2nc(-c3ccccc3)ncc2C(=O)O)cc1 | 0% | 3% | -4% | -3% | 5% | -5% | -3% | -0.2% | -4 | 1% | 1%
COc1cc(C(=O)OCCCN=C2NS(=O)(=O)c3ccccc32)cc(OC)c1OC | u | -3% | 7% | 2% | u | 5% | -1% | -1.3% | -3 | -9% | 8%
CC(OC(=O)Cn1[nH]c(=O)c2ccccc2c1=O)C(=O)Nc1cccc(Cl)c1 (stereo unspecified) | 2% | -1% | 4% | 5% | 19% | 1% | -1% | -0.9% | 24 | -2% | -3%
CNc1[nH]ncc1[N+](=O)[O-] | 0% | -1% | 2% | 2% | u | -1% | -2% | -0.3% | 6 | -1% | -8%
Cc1ccc(S(=O)(=O)N2CCN(CCNC(=O)C(=O)Nc3ccc(F)cc3)CC2)cc1 | u | 4% | -4% | -3% | 7% | -2% | 1% | -0.1% | 2 | -5% | -6%
COc1ccc(CN(Cc2cc3cccc(C)c3[nH]c2=O)C(=O)N(C)C)cc1 | -1% | -1% | 0% | -3% | u | 0% | 0% | -0.3% | -12 | -9% | 19%
COc1ccccc1NC(=O)CSc1nnc(Cn2cnc3ccccc32)o1 | -5% | -1% | 4% | -5% | -3% | -1% | 3% | -0.2% | -5 | -3% | 0%
Cc1nnc(N2C(=O)C(O)=C(C(=O)c3ccco3)C2c2ccc(C(C)(C)C)cc2)s1 (stereo unspecified) | -13% | -1% | 10% | 0% | -3% | -2% | -6% | 0.5% | -1 | -6% | 0%
C/C(=N/N=C(\C)c1ccccc1O)c1ccccc1O | 7% | 2% | 0% | 2% | u | 7% | -2% | -0.6% | 20 | -3% | 2%
CC(C)n1c(SCC(=O)Nc2ccccc2N2CCOCC2)nc2c1c(=O)n(C)c(=O)n2C | 30% | 2% | 1%[46.1 µM] | 10% | u | -2% | -3% | 0.0% | -11 | -3% | 2%
Cc1ccc(S(=O)(=O)Oc2ccc(/C=C3/C(=N)N4C(=NC3=O)SN=C4S(C)(=O)=O)cc2)cc1 | 3% | 0% | 1% | -1% | u | 1% | -7% | 0.4% | -7 | -8% | 7%
c1ccc(Nc2c(-c3ccco3)nc3ccccn23)cc1 | u | 2% | -11%[46.1 µM] | -1% | u | 0% | 0% | -1.0% | 4 | -2% | -2%
COC(=O)Nc1nc(-c2cc(Cl)ccc2Cl)cs1 | u | -1% | -5% | 11% | 1% | 4% | -4% | -1.1% | -5 | 0% | 1%
FC(F)(F)c1ccccc1/C=N/N1CCN(Cc2ccccc2)CC1 | -1% | 1% | -6%[46.1 µM] | 9% | u | 1% | -3% | 0.0% | 7 | 0% | -8%
NC(=O)C1(N2CCCCC2)CCN(C(=S)Nc2ccc(Cl)cc2)CC1 | 6% | 0% | 2% | -1% | -19% | x | -3% | -0.9% | 25 | -3% | 11%
CCOc1ccc(NC(=O)C2CC(=O)NC(N3CCc4ccccc43)=N2)cc1 (stereo unspecified) | u | 0% | 3% | 2% | -3% | 0% | -3% | 0.1% | 3 | -1% | -20%
CCOC(=O)C(Sc1ncc(C#N)c(N)n1)C(C)C (stereo unspecified) | u | 7% | -9% | 4% | -5% | -11% | -22% | 0.4% | -17 | -1% | -16%
